# Screening results: PubChem, National Center for Advancing Translational Sciences (NCATS)
# NPSR antag: blocks cAMP signaling of the human neuropeptide S receptor; Q6W5P4; CHO-NPSR cells, cAMP TR-FRET, antagonist mode; Potency, µM (series often up to 38.3 µM), for the others: at the highest dose activity change, negative = inhibition, actives largely listed as inhibitors; hit rate 1% among 220,000; AID 1461; also: potency is read from the fitted curve at half-maximal effect; % is scaled to controls: 0 for no effect and ±100 for the full control effect; nearly all actives have a fitted effect of over 50% in size; many of its hits are not listed in these tables
# Tau fluor cs: counter-screen for tau fibril formation inhibitors; AID 1463; hit rate 0.93% among 280,000; tau K18 P301L (four-repeat tau fragment) Alexa594 fluorescence, heparin fibrillization; Potency, µM (doses to about 57.7 µM), inactives show at the highest dose activity change, negative = decrease; also: potency is read from the fitted curve at half-maximal effect; % is scaled to controls: 0 for no effect and ±100 for the full control effect; nearly all actives have a fitted effect of over 55% in size
#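 Human K18 P301L tau (15 uM unlabeled plus 0.24 uM Alexa 594-labeled, final) in 100 mM sodium acetate pH 7 was mixed with compound and 20 uM heparin and incubated 6 hr at 37 C.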
# GLA spleen mod: inhibits or activates alpha-galactosidase in human spleen homogenate. P06280. human spleen homogenate, 4MU-alpha-Gal fluorescence, 40 min. Potency, µM (highest dose often 80 µM), inactives show at the top dose activity change, negative = inhibition, hits mostly inhibitors. hit rate 0.008% among 240,000;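 also: potency is read from the fitted curve at half-maximal effect; 0% = enzyme with vehicle and -100% = no enzyme basal signal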
#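 Human spleen homogenate (1 ug) was the enzyme source, with 4-methylumbelliferyl-alpha-D-galactopyranoside (1 mM final) in pH 5.0 citrate buffer with 0.01% Tween-20. Compounds were titrated; after 40 min at 37C, NaOH/glycine stop, 4-MU fluorescence read; AC50 from Hill fits.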
# TR SRC2 fluor cs: counter-screen for TRb-SRC2 inhibitors: fluorescence interference. TRb/SRC2 Texas Red total fluorescence interference. Potency, µM (series often up to 106 µM), inactives show top-dose fluorescence change, negative = quenching. hit rate 0.29% among 280,000; active = well fitted curve in either direction with a large enough effect; inconclusive = small, poorly fitted or top-dose-only effect; also: potency is read from the fitted curve at half-maximal effect; % is scaled to controls: 0 for no effect and ±100 for the full control effect
#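 Human TRβ ligand-binding domain (0.6 uM) and Texas Red SRC2 peptide (20 nM) in Tris buffer with 1 uM T3 and 5% DMSO were incubated with pinned compound for 5 hr at ambient temperature. Total fluorescence was computed as S + 2P (555/632 nm).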
# Tau FP inhib: tau fibrillization inhibition (FP) | Potency, µM (series often up to 57.7 µM), without a hit: at the highest dose activity, negative = inhibition, actives largely listed as inhibitors | hit rate 0.39% among 280,000 | AID 1468 | K18 P301L tau heparin fibrillization, Alexa594 FP, 6 h; also: potency is read from the fitted curve at half-maximal effect; % is scaled to controls: 0 for no effect and ±100 for the full control effect; nearly all actives have a fitted effect of over 55% in size
# Target sequence (P10636 561-689 P618L limits assumed): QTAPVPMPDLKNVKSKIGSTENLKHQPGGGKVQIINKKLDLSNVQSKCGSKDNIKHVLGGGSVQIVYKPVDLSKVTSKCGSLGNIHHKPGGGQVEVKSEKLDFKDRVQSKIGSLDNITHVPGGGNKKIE
#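 Quantitative HTS format: compounds meet 15 uM recombinant K18 P301L tau and Alexa 594-tau tracer in 100 mM sodium acetate pH 7; 20 uM heparin triggers fibrillization at 37 C over 6 hr; FP gives the signal.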
# TRb SRC2 PPI: TRbeta-SRC2 interaction inhibition; hit rate 0.065% among 280,000; TRbeta-SRC2 peptide binding, fluorescence polarization; receptor liganded with 1 µM T3; AID 1469; Potency, µM (series often up to 106 µM), without a hit: at the highest dose activity change, negative = inhibition, most hits filed as inhibitors; P10828;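 also: potency is read from the fitted curve at half-maximal effect; plate controls were bound peptide for no effect and peptide without receptor for full effect; nearly all actives have a fitted effect of over 50% in size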
#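 Human TRb ligand-binding domain (0.6 uM) is mixed with 20 nM Texas Red SRC2 peptide and 1 uM T3; after compound addition and 5 hr at ambient temperature, polarization is measured and normalized to unbound and bound controls.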
# CBFb-RUNX1 inh: inhibitors of human CBF-beta and RUNX1 interaction; Q01196+Q13951; AlphaScreen CBFb-His/RUNX1-biotin binding, biochemical; Potency, µM (titrated, usually from 59.8 µM), without a hit: at the highest dose activity, negative = inhibition, usual class: inhibitors; 230,000 tested, under 10 active; AID 1477; also: % of control where 0% means no effect
# Target sequence (Q01196 whole entry, looked up): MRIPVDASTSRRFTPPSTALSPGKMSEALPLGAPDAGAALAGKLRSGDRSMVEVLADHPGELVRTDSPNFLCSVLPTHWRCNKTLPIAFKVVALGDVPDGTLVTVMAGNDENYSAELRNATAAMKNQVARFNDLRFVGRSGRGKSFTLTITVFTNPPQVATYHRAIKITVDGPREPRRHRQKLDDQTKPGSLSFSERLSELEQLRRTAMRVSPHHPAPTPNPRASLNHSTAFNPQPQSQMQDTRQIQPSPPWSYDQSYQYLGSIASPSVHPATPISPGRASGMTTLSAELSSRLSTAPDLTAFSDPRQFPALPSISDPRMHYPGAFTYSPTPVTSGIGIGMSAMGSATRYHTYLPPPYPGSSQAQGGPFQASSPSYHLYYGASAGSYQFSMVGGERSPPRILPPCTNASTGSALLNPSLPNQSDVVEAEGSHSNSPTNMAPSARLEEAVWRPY
# Target sequence (Q13951 whole entry, looked up): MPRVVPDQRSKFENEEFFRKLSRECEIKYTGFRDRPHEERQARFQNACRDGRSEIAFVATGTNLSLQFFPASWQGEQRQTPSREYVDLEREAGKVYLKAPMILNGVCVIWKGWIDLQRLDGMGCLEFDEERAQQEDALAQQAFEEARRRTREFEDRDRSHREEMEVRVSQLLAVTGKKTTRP
#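 Inhibition was taken as any reduction in AlphaScreen signal from the CBF-beta–RUNX1 pair (His and biotin tags, 30 nM each), measured after compound (15 min) and bead (90 min) incubations at room temperature.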
# Epigenetic reg: regulators of epigenetic silencing causing reporter derepression in mouse cells | AID 1865 | hit rate 0.2% among 280,000 | murine LDR cells, GFP reporter derepression, 30 h | Potency, µM (series often up to 53.9 µM), for inactives: at the highest dose GFP activation, actives largely listed as activators; also: potency is read from the fitted curve at half-maximal effect; % of control where 0% means no effect; nearly all actives have a fitted effect of over 60% in size
#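 Readout is the number of GFP-expressing murine LDR cells, counted by cytometry following washing. Cells were treated with compound for 30 h at 37 C; the stably integrated CMV-GFP locus is normally silent.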
# * hit, by the source's call; u = inconclusive; x = not tested or not shown; & = joins results of further samples; [ ] = dose if it differs, or a comment. Unless noted, calls follow the shape of the dose curve; as a rule, active = well fitted curve in the direction sought with a large enough effect; inconclusive = small, poorly fitted or top-dose-only effect, or another doubt; inactive = no such curve, though single readings can be large; an effect the other way counts as inactive or inconclusive. A portion of the library, so the mix of outcomes need not match the whole.
molecule	NPSR antag	Tau fluor cs	GLA spleen mod	TR SRC2 fluor cs	Tau FP inhib	TRb SRC2 PPI	CBFb-RUNX1 inh	Epigenetic reg
O=C(COC(=O)c1ccc(F)cc1)NCCc1ccc(F)cc1	5%	-1%	-2%	-1%	-3%	-10%	-15%	1.2%
CS(=O)(=O)N1CCc2cc(NC(=O)c3ccc(Cl)cc3Cl)ccc21	-1%	-15%	-1%	0%	8%	0%	-2%	-1.5%
Cc1cc(C)cc(N2CCCC2=O)c1	13%[46.1 µM]	2%	5%	-1%	1%	0%	9%	-1.2%
Cc1ccc(Oc2ccc(-c3nc(N)nc(N)n3)cc2)cc1	10%[46.1 µM]	-24%	4%	1%	-3%	-3%	-4%	0.0%
Cc1cccc(NC(=O)CSc2nc3ccccc3c3nc(CCc4c(C)n[nH]c4C)nn23)c1	-28%[46.1 µM]	-10%&-24%	-5%	-13%&-4%	-7%&1%	7%&3%	8%	0.8%&3.8%
CCC(=O)NC1=C(C#N)C2(CCCC2)Cc2ccccc21	u	1%	3%	-7%	-3%	4%	3%	0.7%
CCOC(=O)N1CCN(C(=O)c2cn(C)c(=O)c3c2c2ccccc2n3C)CC1	4%[46.1 µM]	0%	16%	-1%	-2%	-8%	0%	0.0%
c1cnc(SCCOc2cccc3ccccc23)nc1	-11%[46.1 µM]	u	0%	-5%	u	-2%	23%	-2.2%
O=C(COC(=O)COc1ccc(Cl)cc1)NC1CCCCC1	2%[46.1 µM]	3%	2%	2%	-4%	-3%	3%	0.8%
CC1(C)CC(=O)C(/C=N/n2c(C(F)(F)F)nc3ccccc3c2=O)=C(O)C1	-9%[46.1 µM]	-25%	-3%	-3%	-1%	-6%	-2%	8.8%
O=C(Nc1ccc(NC(=O)c2ccco2)cc1)c1ccc2c(c1)OCO2	1%[46.1 µM]	-19%	-4%	-7%	u	29%	-3%	-1.6%
CCN(C(=O)CSc1nnc(Nc2cccc(C)c2C)s1)C1CCS(=O)(=O)C1 (stereo not given)	15%	0%	-7%	-4%	-1%	3%	-1%	1.1%
Cc1ccc(C)c(NS(=O)(=O)c2ccc3c(c2)CCCN3C(=O)C2CCC2)c1	x	-4%	x	-5%	11%	-3%	x	0.0%
N#CC1=C(N)OC2=C(C(=O)CCC2)C1c1ccoc1 (stereo not given)	-16%	-5%	-7%	-2%	-5%	-4%	12%	0.1%
COc1ccc(CN=C(N)N=C(N)N)cc1Cl	15%	0%	0%	-1%	-8%	-1%	-5%	-1.8%
CN(c1ncc(C(F)(F)F)cc1Cl)N1C(=O)C2ONC3(C(=O)CC(C)(C)CC3=O)C2C1=O (stereo not given)	13%	-5%	-15%	-1%	-11%	3%	4%	2.5%
CCOC(=O)C1CCN(S(=O)(=O)c2ccc(-n3cnnn3)c(C)c2)CC1	-14%[46.1 µM]	-3%	7%	2%	8%	-22%	-4%	13%
COc1ccc(CCNC(=O)NC(C(F)(F)F)C(F)(F)F)cc1OC	-2%[46.1 µM]	0%	2%	0%	-1%	-4%	8%	u
CCN1C(=O)CSc2ccc(C(=O)NCc3ccc(OC)cc3)cc21	-8%[46.1 µM]	-11%	2%	0%	4%	-2%	-3%	-4.1%
CCCCOc1ccc(C(=O)NCCc2cccs2)cc1	-7%	-3%	-4%	-2%	u	7%	10%	-2.2%
CCN(CC)S(=O)(=O)c1ccc(OC)c(NC(=O)Cc2cccs2)c1	3%	u	7%	-18%	2%	3%	u	-2.0%
Nc1c(C(=O)Nc2ccc(S(=O)(=O)N3CCCC3)cc2)sc2nc3ccc(OC(F)(F)F)cc3cc12	u	-25%	2%	10%	13%	1%	1%	7.9µM*
Cc1ccc2nc(SCC(=O)c3ccc4c(c3)OCO4)[nH]c2c1	-14%[46.1 µM]	-14%	-5%	-1%	0%	2%	0%	-1.4%
O=c1cc(CN2CCN(S(=O)(=O)c3ccccc3)CC2)nc2sccn12	16%	-2%	-5%	-3%	-2%	-2%	4%	0.0%
Oc1ccccc1OCc1nc2ccccc2s1	-5%[46.1 µM]	-17%	0%	-4%	-1%	5%	6%	0.0%

# Reformatted as labelled records: two of the compounds above
molecule: CCOC(=O)C1CCN(S(=O)(=O)c2ccc(-n3cnnn3)c(C)c2)CC1
- NPSR antag = -14%[46.1 µM]
- Tau fluor cs = -3%
- GLA spleen mod = 7%
- TR SRC2 fluor cs = 2%
- Tau FP inhib = 8%
- TRb SRC2 PPI = -22%
- CBFb-RUNX1 inh = -4%
- Epigenetic reg = 13%
molecule: c1cnc(SCCOc2cccc3ccccc23)nc1
- NPSR antag = -11%[46.1 µM]
- Tau fluor cs = u
- GLA spleen mod = 0%
- TR SRC2 fluor cs = -5%
- Tau FP inhib = u
- TRb SRC2 PPI = -2%
- CBFb-RUNX1 inh = 23%
- Epigenetic reg = -2.2%

# The list goes on:
molecule	NPSR antag	Tau fluor cs	GLA spleen mod	TR SRC2 fluor cs	Tau FP inhib	TRb SRC2 PPI	CBFb-RUNX1 inh	Epigenetic reg
O=C1CC(c2ccccc2)CN1S(=O)(=O)c1ccccc1 (stereo not given)	15%[46.1 µM]	-7%	-6%	-3%	0%	0%	-1%	0.8%
O=C(C1=C(O)C(=O)N(CCCN2CCOCC2)C1c1ccccn1)c1cc2ccccc2o1 (stereo not given)	24%[46.1 µM]	-3%	6%	2%	-5%	1%	2%	-1.8%
COc1ccc(Cn2cccc(NC(=O)Nc3ccc(F)cc3)c2=O)cc1	-11%	u	2%	0%	-5%	2%	-2%	-3.5%
CCN(CCCNC(=O)CCn1c(=O)[nH]c2ccsc2c1=O)c1ccccc1	-6%	-7%	-1%	0%	-1%	6%	-10%	-2.3%
O=C(COc1cccc2c1CCN(Cc1ccccc1F)C2=O)N1CCCCC1	3%	-8%	1%	-1%	-5%	4%	-17%	-1.4%
O=C(Cn1cnc2c(nnn2Cc2ccc(F)cc2)c1=O)Nc1cccc(F)c1	10%	2%	6%	-2%	-14%	-2%	-3%	-3.1%
CC(CCc1ccccc1)NC(=O)c1cc2sccc2n1C (stereo not given)	u	-9%	0%	1%	15%	5%	-8%	0.0%
Cc1ccc(NS(=O)(=O)c2ccc3nc(-c4ccccc4)[nH]c3c2)c(Cl)c1	x	u	x	0%	14µM*	4%	x	0.9%
Cc1nc2cc(Cl)ccc2n1CCO	0%[46.1 µM]	3%	14%	1%	-3%	-6%	7%	0.0%
CCN1CCN(C(=S)c2ccc(OCC(=O)NCc3ccccc3)cc2)CC1	5%	-10%	8%	0%	-8%	-3%	15%	-3.2%
CCN1CCN(c2nc(Nc3cc(OC)ccc3OC)nc(Nc3cc(OC)ccc3OC)n2)CC1	-24%	28µM*[quencher]	-9%	-8%	u	5%	-25%	1.1%
CCOc1ccc2nc(SCC(=O)c3cccs3)sc2c1	-25%[46.1 µM]	-21%	0%	0%	-10%	5%	22%	-2.1%
CC(=O)N1CCN(c2ccc(NC(=O)/C=C/c3ccccc3)cc2)CC1	-18%	-27%	-7%	-3%	9%	1%	-4%	-1.1%
O=C(COC(=O)Cn1cnc2ccccc21)NCc1ccc(F)cc1	9%	-2%	0%	-1%	-6%	5%	12%	1.1%
COc1ccccc1C(=O)NC(CCSC)C(=O)NC1CCCCCC1 (stereo not given)	-12%	-8%	0%	-1%	-12%	1%	-16%	-4.0%
C/C(=N/NS(=O)(=O)c1ccc(Cl)cc1)c1cccc(NC(=O)c2ccc(Cl)cc2Cl)c1	-29%[46.1 µM]	u	4%	3%	-4%	2%	-4%	0.0%
CCOC(=O)c1cn(Cc2ccc(Br)cc2)nn1	0%	-2%	-8%	-2%	1%	-4%	-18%	14%
Cc1nn(Cc2ccccc2)c(Cl)c1C(=O)NCc1ccc(C)n1C	-5%[46.1 µM]	-2%	-3%	1%	-4%	7%	-11%	-1.0%
O=C(Nc1ncc(Cc2ccc(SC(F)F)cc2)s1)c1ccccc1	1%[46.1 µM]	-28%	-12%	-1%	-15%	-3%	8%	-0.9%
CS(=O)(=O)CCC(C(=O)n1nnc2ccccc21)N1C(=O)c2ccccc2C1=O (stereo not given)	11%[46.1 µM]	2%	0%	-1%	3%	6%	-4%	3.9%
Cc1nc(-c2ccc(C(=O)O)cc2)cs1	-1%[46.1 µM]	9%	9%	-8%	7%	5%	8%	-1.2%
COc1cccc(CN(C)c2nc(-c3cccs3)nc3ccccc23)c1	-37%	-28%	-9%	0%	u	5%	u	-1.1%
CCCCc1ccc(/C=C2\C(=O)ON=C2c2ccccc2)s1	-18%	0%	9%	1%	8%	4%	6%	-2.2%
COC(=O)C1=C(C)N=C2SCCC(=O)N2C1c1cc(Br)ccc1OC (stereo not given)	u	u	-5%	3%	3%	6%	2%	0.0%

# One compound at a time, from the list above. Order of screens: NPSR antag | Tau fluor cs | GLA spleen mod | TR SRC2 fluor cs | Tau FP inhib | TRb SRC2 PPI | CBFb-RUNX1 inh | Epigenetic reg
# `C/C(=N/NS(=O)(=O)c1ccc(Cl)cc1)c1cccc(NC(=O)c2ccc(Cl)cc2Cl)c1` is listed with -29%[46.1 µM] | u | 4% | 3% | -4% | 2% | -4% | 0.0%
# `COc1ccc(Cn2cccc(NC(=O)Nc3ccc(F)cc3)c2=O)cc1` is listed with -11% | u | 2% | 0% | -5% | 2% | -2% | -3.5%
# `CCN1CCN(C(=S)c2ccc(OCC(=O)NCc3ccccc3)cc2)CC1` is listed with 5% | -10% | 8% | 0% | -8% | -3% | 15% | -3.2%
